# High-throughput results as filed in PubChem BioAssay.
# 14-3-3 PPI: 14-3-3 gamma protein interaction modulation; AID 422; inhibition, % at 40 µM; FP, 14-3-3gamma / TMR-pS259-Raf peptide binding; P61981; 160,000 compounds, 0.19% hits; in the data active means inhibition above about 30%;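 further: 0% = protein plus tracer without compound and 100% = blank with tracer alone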
# Target sequence (P61981 whole entry, looked up): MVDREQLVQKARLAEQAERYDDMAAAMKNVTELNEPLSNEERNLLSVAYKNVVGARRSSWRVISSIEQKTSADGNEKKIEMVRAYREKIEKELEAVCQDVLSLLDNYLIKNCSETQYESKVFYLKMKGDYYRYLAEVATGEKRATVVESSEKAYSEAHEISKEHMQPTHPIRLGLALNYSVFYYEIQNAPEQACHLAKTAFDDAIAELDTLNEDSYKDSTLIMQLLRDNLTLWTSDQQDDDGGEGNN
# * = called active by the depositor; & = joins results of further samples. Not all compounds are listed. The share of hits here may be higher or lower than overall.
canonical_smiles,14-3-3 PPI
CC(NS(C)(=O)=O)C(c1cccs1)N1CCN(Cc2ccccc2)CC1 (stereo not drawn),0
CC(=O)c1cccc(N2C(=O)c3ccc(C(=O)OCC(=O)c4cccc([N+](=O)[O-])c4)cc3C2=O)c1,0
COc1ccc(NC(=O)C(c2ccccc2)c2ccccc2)c(OC)c1,2
COc1ccc(-c2cc(C(F)(F)F)n3nc(C(=O)NCC4CCCO4)c(Cl)c3n2)cc1OC (stereo not drawn),-14
COCCCNC(=O)COc1ccc(Cl)c(C)c1,0
COc1ccc2c(c1)CCc1c(C(=O)Nc3c(C)n(C)n(-c4ccccc4)c3=O)noc1-2,-3&-9
Cc1ccc(-c2nc(N)n(C(=O)c3cccnc3)n2)cc1,1
C=CCn1c(SCC(=O)Nc2ccc(C(=O)OCC)cc2)nnc1-c1sc(N)nc1C,9

# The last 2 records of the part before are carried over, then new ones follow.
canonical_smiles,14-3-3 PPI
Cc1ccc(-c2nc(N)n(C(=O)c3cccnc3)n2)cc1,1
C=CCn1c(SCC(=O)Nc2ccc(C(=O)OCC)cc2)nnc1-c1sc(N)nc1C,9
Cc1ccc(C2CC(C(F)(F)F)n3nc(C(=O)N4CCCCC4)c(Cl)c3N2)cc1 (stereo not drawn),1
COCCN=c1cc(-c2ccccc2)oc2ccc(Cl)cc12,-11
O=C(c1ccco1)N1CCN=C1SCc1cccnc1,2
O=C(Nc1ccccc1C(=O)O)c1ccc2c(c1)C(=O)N(c1ccccn1)C2=O,-7
CSc1nnnn1-c1ccc(C(=O)OCC(=O)N2CCOCC2)cc1,-8
COc1ccc(CCNC(=O)Cn2cnc3c(cnn3C(C)(C)C)c2=O)cc1OC,-10
CCOC(=O)c1cc2c(=O)n3ccccc3nc2n(CC2CCCO2)c1=NC(=O)c1cc2ccccc2o1 (stereo not drawn),-20
O=C(Nc1nccs1)c1cccc2c1C(=O)c1ccccc1-2,-6

# The list continues:
canonical_smiles,14-3-3 PPI
CCCOc1ccc(C2c3c(oc4cc(C)c(C)cc4c3=O)C(=O)N2CCCN(C)C)cc1 (stereo not drawn),-16
O=S(=O)(c1ccc(F)cc1)N1CCC(N2CCN(c3ccccc3)CC2)CC1,-2&8
CN(C)CCCN1C(=O)C(=O)/C(=C(/O)c2ccccc2)C1c1cccnc1 (stereo not drawn),-1
COc1cccc(-n2nnnc2SCC(=O)NCCc2ccccc2)c1,-2
Cc1cccc(NC(=O)c2cc3nc(-c4ccc(Br)cc4)cc(C(F)(F)F)n3n2)n1,0
O=c1c2c(nc3nc(CCc4ccccc4)[nH]n13)CCC2,0
CCc1noc2c1/C(=N\O)CC(c1ccccc1)C2 (stereo not drawn),-22
Cc1ccc(Cl)cc1N1CCN(C(=O)CCS(=O)(=O)c2ccc(Br)s2)CC1,-9

# Next structures follow.
canonical_smiles,14-3-3 PPI
Cc1ccc(C2C(C#N)=C(N)Oc3c2oc(CO)cc3=O)o1 (stereo not drawn),0
C=CCn1c(N)c(S(=O)(=O)c2cccs2)c2nc3ccccc3nc21,-11
CCc1c(-c2ccccc2)nc2ccccc2c1C(=O)N1CCOCC1,-1
COc1ccc(-c2cn(-c3ccc(C)cc3)c(=O)n2CC(=O)Nc2cccc(F)c2)cc1,-2
Cc1cccc(N2CCN(C(=O)C3CCCN(S(=O)(=O)c4ccc(Br)s4)C3)CC2)c1C (stereo not drawn),-2
CCCOC(=O)C1C2C=CC3(CN(C4CCCCC4)C(=O)C13)O2 (stereo not drawn),-10
CCN1CCN(CCCNC(=O)c2cc3cc4ccc(Cl)cc4nc3o2)CC1,-181
Cc1nn(-c2ccccc2)c(OC(=O)C(C)(C)C)c1S(=O)(=O)c1ccccc1,-2

# (cont.)
canonical_smiles,14-3-3 PPI
O=C(CCS(=O)(=O)c1cccs1)NCCc1ccccc1Cl,-9
CCCCOC(=O)C1=C(C)NC2=C(C(=O)CCC2)C1c1ccc(OCC)c(OC)c1 (stereo not drawn),-3
COC(=O)C1C(=O)CC(C)(O)C(C(=O)OC)C1c1ccc(OC)cc1 (stereo not drawn),1
Cc1nn(-c2ccccc2)c2nc(-c3ccco3)cc(C(=O)O)c12,-18
CCCCNC(=O)c1ccc(NS(=O)(=O)c2ccccc2)cc1,-10
CN(C)c1ccc(-c2nc3ccccc3n2C)cc1,-1&2
CC(C)Oc1ccc(NC(=O)c2ccncc2)cc1,5
COc1ccc(N2CCN(S(=O)(=O)c3ccc4[nH]c(=O)oc4c3)CC2)cc1,3

# More records
canonical_smiles,14-3-3 PPI
CCOc1cc(C2C3=C(CC(C)(C)CC3=O)OC3=C2C(=O)CC(C)(C)C3)ccc1OC(=O)c1ccc(F)cc1,3
COc1cccc(C2C=C(c3ccc(F)cc3)Nc3nc4ccccc4n32)c1OC(F)F (stereo not drawn),-25
COC(=O)c1ccc(C(=O)N=c2sc3cc(C)ccc3n2C)cc1,-5
COc1cccc2sc(=NC(=O)c3ccc(S(=O)(=O)N4CCCCC4)cc3)n(C)c12,-2
Cc1c(Cl)cccc1N1C(=O)C2C(c3ccc(Cl)cc3)OC3(C(=O)c4ccccc4C3=O)C2C1=O (stereo not drawn),-15
Cc1cccc(N2CCN(C3=NC(=O)C(=C4CCCCC4)S3)CC2)c1,-3
Cc1cccc(-n2nc3c(c2NC(=O)c2cccc(C(F)(F)F)c2)CSC3)c1C,3
CCCCCn1c(SCC(=O)OCC)nc2cc(C(=O)NCc3ccco3)ccc2c1=O,-2

# More entries
canonical_smiles,14-3-3 PPI
CCSCCOC(=O)C1=C(C)NC2=C(C(=O)CCC2)C1c1ccc(Cl)cc1 (stereo not drawn),5
O=c1c2cccnc2[nH]c(=S)n1CCc1ccc(Cl)cc1,5
CCOC(=O)c1c(CC(C)C)csc1N=CC1C(=O)c2ccccc2C1=O,-322
COc1ccc(NC(=O)Nc2cccc(OC)c2)cc1,8
CCCCN1C(=O)C(O)(CC(=O)c2c(C)coc2C)c2cc(Br)ccc21 (stereo not drawn),-4
COc1ccc(C2/C(=C(\O)c3ccc(C)cc3)C(=O)C(=O)N2c2nnc(C)s2)cc1OC (stereo not drawn),0
COC(=O)c1c(C)oc2ccc(OC(=O)C(C)C)cc12,-7
CC(C)(C)c1nnc(NC(=O)c2ccc([N+](=O)[O-])cc2)s1,-9

# Carrying on.
canonical_smiles,14-3-3 PPI
COc1cc(OC)c2c(c1)C1C=CCC1C(c1ccc(C(=O)O)cc1)N2 (stereo not drawn),-135
COc1ccc(S(=O)(=O)n2cnc3ccccc32)cc1C,-4
CC(N=Cc1ccc(O)cc1)C12CC3CC(CC(C3)C1)C2 (stereo not drawn),-218
Cc1noc(C)c1C(=O)Nc1sc2c(c1C(N)=O)CCCCC2,-16
O=C(NCc1ccccn1)Nc1ccc(F)cc1,-3
O=C(c1cccs1)N1CCOCC1,-2
CCOC(=O)Cn1nc(-c2ccccc2)nc1-c1ccccc1,-4
COc1cccc(NC(=O)CN(C)S(=O)(=O)c2ccc(Br)s2)c1,-2

# (cont.)
canonical_smiles,14-3-3 PPI
CC(C)n1c2ccccc2c2nnc(SCC(=O)Nc3cccc(F)c3)nc21,-7
Cc1cc(OCn2ccc(C(=O)O)n2)ccc1Cl,-5
C=CCN(c1ccccc1)S(=O)(=O)c1cc(C(=O)Nc2ccc(C)c(F)c2)ccc1F,-20
Cc1ccc(C)c(N2CCN(C(=O)C3CCC(CNS(=O)(=O)c4ccc(Br)s4)CC3)CC2)c1 (stereo not drawn),8
CCOC(=O)c1oc2ccccc2c1NC(=O)c1ccc(N(C)C)cc1,8
COc1ccc(CNC(=O)C(=O)Nc2ccc(Oc3ccccc3)cc2)cc1,2
Cc1cccc2cc(CN(Cc3ccco3)C(=O)c3ccncc3)c(=O)[nH]c12,-8
COc1ccc(OC)c(C2NC(=S)NC3=C2CCc2ccccc23)c1 (stereo not drawn),-2

# The list goes on.
canonical_smiles,14-3-3 PPI
CCCn1c(=NC(=O)c2ccc(F)cc2)c(C(=O)OCC)cc2c(=O)n3ccccc3nc21,-16
Cc1ncc(CO)c2cc(C(=O)Nc3ccc(C#N)cc3)c(=N)oc12,-50
Cc1ccc(C2=NN(C(=O)Cc3ccccc3)C(O)(C(F)(F)F)C2)cc1 (stereo not drawn),-2
CC(C)N=C(NC#N)SCc1ccc(F)cc1,-2
Cc1c(C(=O)O)oc2ccc(S(=O)(=O)N3CCOCC3)cc12,-5
CCOc1ccc(N2CC(C(=O)Nc3ccccc3OC)CC2=O)cc1 (stereo not drawn),1
CCOC(=O)c1cnc2c(Cl)cccc2c1Nc1cccc(OC)c1,-6
CCCOC1CCCN(C(=O)c2cc(Cl)c(Cl)cc2C(=O)O)C1 (stereo not drawn),2

# Single values from above:
# `CC(C)N=C(NC#N)SCc1ccc(F)cc1` – 14-3-3 PPI: -2
# `O=C(c1ccco1)N1CCN=C1SCc1cccnc1` – 14-3-3 PPI: 2
# `Cc1ccc(-c2nc(N)n(C(=O)c3cccnc3)n2)cc1` – 14-3-3 PPI: 1

# (list continues)
canonical_smiles,14-3-3 PPI
O=S(=O)(c1ccc2ccccc2c1)N1CCN(Cc2ccsc2)CC1,-5
COC(=O)c1ccccc1NC(=O)CN1C(=O)c2ccccc2S1(=O)=O,2
CCOc1ccc(C2C(N3C(=O)c4ccc([N+](=O)[O-])cc4C3=O)C(=O)N2c2ccc(Br)cc2)cc1 (stereo not drawn),-12
Cc1ccc(S(=O)(=O)N2CCOCC2)cc1C(=O)Nc1nc(-c2cccnc2)cs1,-5
CC(C)(C)c1ccccc1OCCCCCNCCO,-1
Cc1cccc(-n2ncc3c(Nc4cc(C)ccc4C)ncnc32)c1,-6
CC(C)CC(C(=O)Nc1cccc(O)c1)N1C(=O)c2ccccc2C1=O (stereo not drawn),-5
O=C(CSc1nc2c(c(=O)n1-c1ccc(F)cc1)SCC2)N1CCOCC1,-7

# (further entries)
canonical_smiles,14-3-3 PPI
CN(c1ccccc1)S(=O)(=O)c1ccc(C(=O)Nc2nc(-c3ccccn3)cs2)cc1,-6
Cc1ccc(C23CC4CC(CC(C(=O)NC5=NCCS5)(C4)C2)C3)cc1,-4
Cc1ccc(Nc2nc(-c3cc4cc([N+](=O)[O-])ccc4oc3=O)cs2)cc1,-1
CSc1nnc2c(n1)OC(c1cccc(C)n1)N(C(C)=O)c1ccccc1-2 (stereo not drawn),12
COc1cc2ccccc2cc1C(=O)Nc1nnc(C23CC4CC(CC(C4)C2)C3)s1,0
COc1cccc(CNC(=O)CN(c2cc(C)cc(C)c2)S(=O)(=O)c2c(C)noc2C)c1,0
Cc1ncc([N+](=O)[O-])n1CC(O)CCl (stereo not drawn),0
N#Cc1c(NC(=O)CSc2ncc(-c3ccccc3)n2CC2CCCO2)sc2c1CCCC2 (stereo not drawn),-4

# Other records follow.
canonical_smiles,14-3-3 PPI
O=C(CN1N=C(c2ccc(Cl)cc2)CCC1=O)NCc1cccnc1,-1
CCOC(=O)C1=NNC2C(=O)N(c3cccc(Cl)c3C)C(=O)C12 (stereo not drawn),-5
COc1ccc(NC(=O)Cn2c(-c3ccc(OC)cc3)cn(-c3ccc(C)cc3)c2=O)cc1,2
CCOc1ccc(-c2cc(C(=O)NCCc3ccc(C)cc3)c3ccccc3n2)cc1,-5
COc1ccc(C2CC(c3c(Cl)cccc3Cl)n3nc(N)nc3N2)cc1 (stereo not drawn),2
COC(=O)c1c(-c2ccc(C)c(C)c2)csc1NC(=O)C1CCCCC1C(=O)O (stereo not drawn),-2
CCC(C)(C)NC(=O)C(c1cccn1C)N(Cc1ccc(C)cc1)C(=O)Cn1nnc2ccccc21 (stereo not drawn),0
Cc1ccc(N2C(=O)SC(Nc3ccc(C)c(Cl)c3)C2=O)cc1 (stereo not drawn),-2

# Following part:
canonical_smiles,14-3-3 PPI
Cc1ccc(NC(=O)CC2SC(=Nc3ccccc3)N(c3ccccc3)C2=O)cc1 (stereo not drawn),16
COc1ccc(CNC(=O)C2CCN(C(=O)N3CCOc4ccc(C)cc43)CC2)cc1,-4
CCn1cnc2scc(-c3ccccc3)c2c1=O,-12
CCCCCc1nc2ccc([N+](=O)[O-])cc2[nH]1,-1
CCOC(=O)N1CCC(NC(=O)c2ccc(CNS(=O)(=O)c3ccc(F)cc3)cc2)CC1,2
COc1ccc(-c2nc(=S)c3c([nH]2)CCCC3)cc1,-7
CC(C)OC(=O)CCNc1n[nH]c(=O)[nH]c1=O,2
CCOC(=O)CC(=O)CSc1nc2c(c(C)c1C#N)CCC2,-12&-9

# 7 entries out of the list, ordered by count of non-hydrogen atoms, rising.
canonical_smiles,14-3-3 PPI
Cc1cc(OCn2ccc(C(=O)O)n2)ccc1Cl,-5
COCCN=c1cc(-c2ccccc2)oc2ccc(Cl)cc12,-11
CSc1nnnn1-c1ccc(C(=O)OCC(=O)N2CCOCC2)cc1,-8
COc1ccc(N2CCN(S(=O)(=O)c3ccc4[nH]c(=O)oc4c3)CC2)cc1,3
Cc1cccc2cc(CN(Cc3ccco3)C(=O)c3ccncc3)c(=O)[nH]c12,-8
COc1ccc(CCNC(=O)Cn2cnc3c(cnn3C(C)(C)C)c2=O)cc1OC,-10
CN(c1ccccc1)S(=O)(=O)c1ccc(C(=O)Nc2nc(-c3ccccn3)cs2)cc1,-6

# Going on with the list.
canonical_smiles,14-3-3 PPI
CCOC(=O)C1CCN(C(=O)C2(NC(=O)Nc3ccccc3Cl)CCCCC2)CC1,-8
Cc1cc2c(=O)n(CC(=O)Nc3ccc4c(c3)OCCO4)cnc2s1,-15
Cc1c(C(O)CN2CCC(C(N)=O)CC2)c2ccccc2n1C (stereo not drawn),-1
N#CCSc1nc2ccccc2c(=O)n1CC1COc2ccccc2O1 (stereo not drawn),-1
NC(=O)c1sc2nc3c(c(-c4cccs4)c2c1N)CCCC3,-5
COC(=O)C1=C(N)OC2=C(C(=O)CC(c3ccccc3)C2)C1c1cccs1 (stereo not drawn),-1
O=C(O)c1cccc(NS(=O)(=O)c2cccc3cccnc23)c1,1
CC(C)(C)c1cc(C(=O)O)nn1-c1ccccc1,-1

# Continuation:
canonical_smiles,14-3-3 PPI
CCOc1ccc(NC(=O)c2cc([N+](=O)[O-])ccc2Cl)c([N+](=O)[O-])c1,5
COc1ccc(C2=NN(CC(=O)NCCCN3CCOCC3)C(=O)CC2)cc1,-1
CC1CC(C)CN(S(=O)(=O)c2ccc(C(=O)Nc3nc4c(s3)CCc3ccccc3-4)cc2)C1 (stereo not drawn),2
COc1ccc(-n2c(=O)c3ccccc3n(Cc3ccc(Cl)cc3)c2=O)cc1,8
